MITF primary: MITF inhibitors, primary screen, biochemical, AlphaScreen, human; AID 1259374, 2018; inhibition, % at 2.6 µM; AlphaScreen MITF homodimerization, bead proximity signal; 0.91% of 650,000 active; Microphthalmia-associated transcription factor (Homo sapiens), O75030; in the data active = inhibition above about 50%;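 note: 0% = vehicle wells with protein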
Target sequence (O75030 whole entry, looked up): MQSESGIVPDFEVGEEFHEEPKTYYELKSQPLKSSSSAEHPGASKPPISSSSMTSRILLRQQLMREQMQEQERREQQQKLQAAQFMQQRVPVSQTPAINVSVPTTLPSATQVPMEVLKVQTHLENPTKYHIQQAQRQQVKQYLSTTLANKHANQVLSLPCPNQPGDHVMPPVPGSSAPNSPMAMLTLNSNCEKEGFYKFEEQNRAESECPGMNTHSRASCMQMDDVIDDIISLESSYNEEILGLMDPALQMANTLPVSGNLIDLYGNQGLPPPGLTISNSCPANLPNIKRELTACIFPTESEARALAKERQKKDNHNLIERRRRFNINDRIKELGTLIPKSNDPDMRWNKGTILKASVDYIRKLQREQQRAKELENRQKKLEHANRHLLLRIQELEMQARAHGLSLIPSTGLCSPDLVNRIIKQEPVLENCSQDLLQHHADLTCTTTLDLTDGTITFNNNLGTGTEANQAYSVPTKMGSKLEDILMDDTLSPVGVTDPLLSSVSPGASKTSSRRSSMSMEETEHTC
GPR151 activ: activators of human GPR151, primary screen, cell-based, PathHunter beta-arrestin, luminescence. PathHunter beta-arrestin GPR151 cells. activation, % at 11.2 µM. 1% of 650,000 active; in the data active = activation above about 4.9%;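 note: 0% = median of compound wells and 100% = cells with positive control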
Target sequence (Q8TDV0 whole entry, looked up): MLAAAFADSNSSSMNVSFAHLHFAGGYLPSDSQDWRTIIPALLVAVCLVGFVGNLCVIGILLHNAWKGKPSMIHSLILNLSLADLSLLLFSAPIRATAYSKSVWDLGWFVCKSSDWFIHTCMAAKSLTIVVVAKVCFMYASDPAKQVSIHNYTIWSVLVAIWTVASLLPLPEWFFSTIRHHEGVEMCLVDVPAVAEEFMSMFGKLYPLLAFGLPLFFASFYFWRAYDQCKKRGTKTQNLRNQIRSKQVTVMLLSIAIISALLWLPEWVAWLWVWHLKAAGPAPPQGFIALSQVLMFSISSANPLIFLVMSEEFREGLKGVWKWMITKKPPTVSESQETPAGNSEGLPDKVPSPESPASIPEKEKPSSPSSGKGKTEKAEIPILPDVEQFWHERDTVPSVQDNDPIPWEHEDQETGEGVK
TEAD-YAP block: TEAD-YAP interaction inhibition, primary screen, TEAD-YAP interaction inhibitor project, luminescence, HEK-TIYL cells; TEAD-Gal4/YAP UAS-luciferase luminescence; inhibition, % at 9.12 µM; 1.4% of 640,000 active; in the data active = inhibition above about 32%;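 note: 0% = median of test compound wells and 100% = reference inhibitor wells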
FBW7 act: FBW7 E3 ligase activators, primary screen, biochemical, AlphaScreen, human. F-box/WD repeat-containing protein 7 (Homo sapiens), Q969H0. AID 1259310, 2017. normalized activity (activation), % at 26.1 µM. 0.13% of 650,000 active. AlphaScreen FBW7–phospho-cyclin E peptide binding, activator screen; in the data active = normalized activity above about 1.9%;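 note: purified mutant Fbw7 with reduced substrate affinity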
* marks the source's active call; other numbers are inactive results; & = joins results of further samples. Random draw from the library; about 3.5% have a hit in one of these screens.

mol	MITF primary	GPR151 activ	TEAD-YAP block	FBW7 act
Cc1nn(C)c(C)c1-c1nc(NCCN(C(C)C)C(C)C)c2ncn(Cc3ccc(C(F)(F)F)cc3)c2n1	2	2.5	6	-0.1
COC(=O)c1ccc(NC(=O)Cc2noc3ccccc23)cc1	5	-1.8	-41	0.1
CCC(=O)N1CCc2cc(Br)cc(S(=O)(=O)NC3CCCCC3C)c21 (configuration not stated)	6	-0.2	8	-0.2
O=C(Cn1nc2sc3ccccc3n2c(=O)c1=O)NC(=O)Nc1ccccc1	-7	-1.2	1	0.0
Nc1ncnc2nc(SCC(=O)N(C3CCCCC3)C3CCCCC3)[nH]c12	2	1.3	-4	0.0
CC1=NNC(=O)C1C(c1ccccc1I)C(C#N)C#N (configuration not stated)	1	3.3	2	-0.1
O=C(NCC1CCN(S(=O)(=O)c2ccc(Cl)cc2)CC1)c1cccnc1	-1	0.6	-3	-0.1
CCOC(=O)C1=C(C)N=c2s/c(=C\c3ccc(OCc4ccc(Cl)cc4)c(OCC)c3)c(=O)n2C1c1ccc(Cl)cc1 (configuration not stated)	4	0.6	1	0.4
COc1cc(-c2noc(CCCC(=O)NC(C)(C)C)n2)cc(OC)c1OC	10	-0.7	0	0.0
NS(=O)(=O)c1ccc(CCNC(=O)NC2(C(F)(F)F)Oc3ccccc3O2)cc1	8	-0.9	5	0.6
CCn1c(SCC(=O)Nc2ccc(C(=O)O)cc2)nnc1-c1ccccc1C	11	-0.6	4	-0.1
Cc1ccc(CN2CCNC(=O)C2CC(=O)NC2CCCCCC2)cc1 (configuration not stated)	-4	-0.5	6	-0.2
Cc1ccc(S(=O)(=O)N(CC(=O)NCc2ccco2)Cc2ccccc2F)cc1	-4	-0.6	5	-0.1
COc1ccc(-c2nnc(N)o2)cc1OC	3	-0.4	3	0.0
CN1C2=C(C(=O)CCC2)C(c2ccc([N+](=O)[O-])cc2)C2=C1CCCC2=O	-7	-0.8	-17	-0.1
COc1ccc(NC(=O)C2CCN(C(=O)Nc3ccc(Cl)cc3)CC2)cc1	4	0.5	-3	0.0

Five compounds from above, sorted by molar mass, high to low.
mol	MITF primary	GPR151 activ	TEAD-YAP block	FBW7 act
Cc1nn(C)c(C)c1-c1nc(NCCN(C(C)C)C(C)C)c2ncn(Cc3ccc(C(F)(F)F)cc3)c2n1	2	2.5	6	-0.1
CCC(=O)N1CCc2cc(Br)cc(S(=O)(=O)NC3CCCCC3C)c21 (configuration not stated)	6	-0.2	8	-0.2
CC1=NNC(=O)C1C(c1ccccc1I)C(C#N)C#N (configuration not stated)	1	3.3	2	-0.1
CN1C2=C(C(=O)CCC2)C(c2ccc([N+](=O)[O-])cc2)C2=C1CCCC2=O	-7	-0.8	-17	-0.1
COc1ccc(-c2nnc(N)o2)cc1OC	3	-0.4	3	0.0

Back to the main list, starting two compounds before the break.
mol	MITF primary	GPR151 activ	TEAD-YAP block	FBW7 act
CN1C2=C(C(=O)CCC2)C(c2ccc([N+](=O)[O-])cc2)C2=C1CCCC2=O	-7	-0.8	-17	-0.1
COc1ccc(NC(=O)C2CCN(C(=O)Nc3ccc(Cl)cc3)CC2)cc1	4	0.5	-3	0.0
Cc1ccc(NC(=O)Nc2ccc3c(c2)nc(C)n3C)cc1	7	-0.4	-3	0.2
O=C(c1ccc(Cl)cc1Cl)N1CCC(C(=O)N2CCOCC2)CC1	2	0.2	9	0.1
O=[N+]([O-])c1ccc(Cc2ccncc2)cc1	-6	-1.5	1	0.6
Cc1nc(SCC(=O)Nc2ccc(S(N)(=O)=O)cc2)c2c3c(sc2n1)CCCC3	5	0.3	3	0.2
COc1cccc(C(=O)Nc2cc3c4c(c2)CCN4C(=O)CC3)c1OC	0	-0.8	10	-0.1
CSc1ccc(/C=C2\C(=O)NC(=O)N(c3ccc(Br)cc3)C2=O)cc1	-2	3.3	9	0.0
NC(=NCCc1c[nH]c2ccccc12)NS(=O)(=O)c1cccs1	7	0.7	-2	-0.1
O=C(COc1ccc(Cl)cc1)Nc1ccc([N+](=O)[O-])cc1	-17	-1.0	-6	0.3
N/C(Cc1ccc([N+](=O)[O-])cc1)=N\OC(=O)CCCOc1ccccc1	0	0.2	6	-0.2
CN1CC=C2C(C#N)=C(N)C(C#N)(C#N)C(c3cccc(I)c3)C2C1 (configuration not stated)	-1	-0.7	6	0.0
CC(C)NCC(O)CNC(C)C1COc2ccccc2O1 (configuration not stated)	-3	2.5	-1	0.0
COC(=O)c1ccc(N2C(=O)CSC2c2cc3c(cc2[N+](=O)[O-])OCO3)cc1 (configuration not stated)	2	-0.4	8	0.0
O=C(CC(Nc1ccc2ccccc2c1)c1cccnc1)c1ccc(Br)cc1 (configuration not stated)	0	0.9	-6	-0.1
O=C(Nc1ccc(F)cc1F)c1cnn2cc(Br)cnc12	-17	-1.3	-12	-0.1
CC1CCC(N2CCN(C3C4CC5CC(C4)CC3C5)CC2)CC1 (configuration not stated)	39	-0.1	17	0.0
Cc1ccc(C(=O)Nc2ccccc2N2CCOCC2)cc1Cl	-3	0.7	-7	-0.2
Cc1cc(=O)[nH]c(NN=C2CCN(Cc3ccccc3)CC2)n1	5	0.1	4	0.0
O=C(CCCCn1c(=O)[nH]c2ccccc2c1=O)N1CCN(c2ccccc2)CC1	-2	0.5	4	0.1
CCN1C(=O)/C(=C2/SC(C)=C(C)N2CC)SC1=S	9	0.2	5	0.1
CC(=O)S[C@@H]1CC2=CC(=O)CC[C@]2(C)[C@H]2CC[C@@]3(C)[C@@H](CC[C@@]34CCC(=O)O4)C12 (some centres not stated)	11	-0.3	-2	-0.1
C[C@H]1NC(=O)[C@@H]2C[C@H](NC(=O)NCc3cccc(F)c3)CN2C1=O	0	-0.9	19	-0.2
CCC1CN(Cc2c(C)nn(CC)c2C)Cc2cc(OC)ccc2O1 (configuration not stated)	12	0.3	9	0.2
CCOC(=O)C1(C)NC(c2ccc(OC)cc2)C2C(=O)N(C)C(=O)C21 (configuration not stated)	-3	-0.3	5	0.3
O=C(c1ccc(Cl)cc1)N1CCN(c2ccc([N+](=O)[O-])c(NCc3ccccc3)c2)CC1	10	1.8	5	0.1
NC(=O)c1ccc(N=Cc2ccc(O)cc2)cc1	-1	0.2	11	-0.1
CCCOc1ccccc1C1NC(=O)NC(C)=C1C(=O)OC(C)C(C)(C)C (configuration not stated)	1	0.2	-1	-0.1
C[C@H](NC(=O)CCC1(Cc2ccc3ccccc3c2)CCC(=O)N1)C(N)=O (some centres not stated)	4	0.0	-2	0.5
COC(=O)c1cc2occ(-c3sc(C)nc3C)c(=O)c2cc1C	2	-1.0	-30	-0.1
CC(=O)C1=C(C)NC(SCC(=O)Nc2ccc(Br)cc2)=C(C#N)C1c1ccccc1Cl (configuration not stated)	16	-0.2	11	0.5
Cc1ccc(NC(=S)NNC(=O)CNS(=O)(=O)c2ccc(F)cc2)c(C)c1	-8	0.4	-1	-0.1
COCCOc1nc2ccc(C)cc2cc1CNCc1nc(-c2ccccc2)n[nH]1	-14	-0.6	-9	0.3
CN1C(=O)c2ccc(NC(=O)CCN3C(=O)c4ccccc4S3(=O)=O)cc2C1=O	6	3.1	5	-0.1
O=C(O)COCc1nc2ccccc2c(=O)[nH]1	2	-0.8	-1	0.1
COc1ccc(C(=O)NCc2nnc(SCC(=O)N3N=C(c4cccs4)CC3c3cccc(OC)c3OC)n2C)cc1OC (configuration not stated)	-6	0.4	12	-0.2
O=C(Nc1ncc(S(=O)(=O)c2ccc([N+](=O)[O-])cc2)s1)c1ccccc1CCc1ccccc1	1	1.0	1	0.6
COc1cc(Nc2cc(C)nc(NC3CCN(Cc4ccccc4)CC3)n2)cc(OC)c1OC	19	-0.9	16	-0.2
O=C(O)c1ccc2c3c(cccc13)C(=O)NC2=O	22	-1.1	13	1.4
COC(=O)c1cccc(NS(=O)(=O)c2ccc3ccccc3c2)c1	-2	2.9	-4	0.0
CCOc1ccc(C(=O)Nc2ccc(S(=O)(=O)N3CCC(C)CC3)cc2)cc1OCC	-2	-0.5	3	-0.2
CCCS(=O)(=O)N1CCN(C(=O)c2cc(OC)c(OC)c(OC)c2)CC1	-6	-1.2	-8	-0.1
O=C(NNS(=O)(=O)c1ccc(F)cc1)Nc1ccc(Br)cc1	-8	-0.1	4	-0.1
COc1cccc(CNc2c(-c3ccc(C)cc3)c(=O)c2=O)c1	4	-0.7	2	-0.1
Nc1ncc(Br)cc1S(=O)(=O)NC1CCN(Cc2ccccc2)CC1	10	-2.5	9	0.0
CC1=CC(C)(C)N2C(=O)C(=O)c3cc(O)cc1c32	34	-1.0	54*	-0.1
O=C(CSc1cccc2cccnc12)Nc1ccc(S(=O)(=O)N2CCOCC2)cc1	5	-1.5	9	-0.4
CC(=O)N1c2ccccc2NC(c2ccccc2)CC1c1ccccc1 (configuration not stated)	-9	-1.5	8	0.0
Cc1ccc(NC(=O)C(C)Sc2ccccc2)cc1 (configuration not stated)	1	-2.2	-18	0.1
O=C(c1cccc(Br)c1)c1coc2ccc(O)cc12	8	-0.5	-51	-0.1
CSc1ccccc1NC(=O)CN1c2ccccc2CC1C (configuration not stated)	8	-1.5	-6	0.1
CC(C)(C)c1ccc(/C=C/C(=O)Nc2ccc(S(=O)(=O)Nc3ncccn3)cc2)cc1	32	-0.5	-6	-0.1
Cc1cc(S(=O)(=O)N2CC(C)OC(C)C2)c(C)cc1Cl (configuration not stated)	9	-1.2	-6	0.6
COCCNc1nc2c(c(=O)n(C)c(=O)n2C)n1Cc1cccc(Br)c1	20	-1.4	13	0.1
CCCCCc1ccc(-c2ccc(C(=O)Nc3ccc(C)c(Cl)c3)cc2)nc1	4	-1.0	3	0.2
CCOC(=O)c1ccc(Oc2ncnc(N)c2[N+](=O)[O-])cc1	-6	1.7	-9	0.1
CC(=O)c1ccc(NC(=O)Nc2ccc(Cl)c(C(F)(F)F)c2)cc1	-7	0.5	-8	0.5
COc1cc(C(=S)N2CCC(C(N)=O)CC2)ccc1O	4	1.1	-2	0.8

Going on with the list:
mol	MITF primary	GPR151 activ	TEAD-YAP block	FBW7 act
CCCS(=O)(=O)Nc1nccnc1-c1ccc(COC)cc1	7	-1.5	-3	0.1
O=C(NCCN1CCOCC1)c1cc(Cl)ccc1[N+](=O)[O-]	10	-0.5	1	0.3
CCN(C(=O)c1cccc(N)c1)c1c(C)n(C)n(-c2ccccc2)c1=O	28	0.3	8	0.3
CCC(=O)Nc1c2c(nn1-c1ccc([N+](=O)[O-])cc1)CSC2	-4	0.5	10	-0.1
Cc1csc(SCC(=O)Nc2cccc(C(F)(F)F)c2)n1	9	-2.1	-12	0.1
CC(C)N(CCNc1cc(-c2csc3ccccc23)nc(N)n1)C(C)C	6	1.6	5	0.0
CCOCCn1cnc2sc(C(=O)Nc3ccccc3F)c(C)c2c1=O	-1	2.9	6	-0.1
COc1ccc(C(=O)CSc2n[nH]c(C)n2)cc1[N+](=O)[O-]	-14	0.0	-2	-0.1
CC[C@@H](Cn1nc(-c2cccs2)ccc1=O)NC(=O)CCc1c(C)noc1C	-9	-0.3	-3	-0.2
Cc1cc(N2CCCCC2)nc2ccc(NC(=O)c3cccnc3)cc12	53*	0.2	-6	0.6
O=C(CCC1CCCC1)NNC(=O)CSc1nc2ccccc2s1	3	1.4	2	-0.1
Cn1cnnc1SCc1cc(=O)c(OC(=O)c2ccccc2)co1	-1	2.2	-1	-0.1
CC(=O)Nc1ccc(C(=O)OCC(=O)NC(N)=O)cc1	16	1.7	-7	0.0
COc1ccc(-c2n[nH]c(C)c2Oc2ccccc2F)c(O)c1	0	0.6	2	-0.1
CN(CCCN1C(=O)C2C(C(=O)Nc3ccc(Cl)c(Cl)c3)C3C=CC2(O3)C1C(=O)NC1CCCCC1)Cc1ccccc1 (configuration not stated)	2	0.1	-1	-0.2
CC(C)Cn1cc(C(=O)NCc2ccco2)c2c3ccccc3n(C)c2c1=O	17	-0.9	-4	0.2
Nc1ccc(C(=O)Nc2ccc(C(=O)O)cc2N)cc1	-6	-5.1	-2	0.0
CCOC(=O)C1=C(C)NC(C)=C(C(=O)OCC)C1c1ccc(O)cc1	-12&2	-1.1&1.5	-9&-9	0.3&-0.2
O=C(COc1ccccc1Cl)N/N=C/c1cc(O)ccc1[N+](=O)[O-]	39	-0.4	13	0.0
CC1(C)CC(=O)C=C(NCc2ccc3c(c2)OCO3)C1	4	0.0	-7	0.1
COC(=O)CC[C@H]1CN(Cc2ccc(Cl)cc2)CC[C@H]1N1CCN(C)CC1	-1	-0.3	0	0.7
O=C1/C(=C/c2ccc(-c3ccc([N+](=O)[O-])cc3)o2)SC(=NCc2ccccc2)N1Cc1ccccc1	13	-1.9	1	0.1
CC(C)C(=O)OCCNOC(=O)Nc1ccc(Cl)cc1	5	1.3	12	-0.1
CCOc1ccc(C(=O)NCC(c2ccc(N(C)C)cc2)N(C)C)cc1 (configuration not stated)	7	3.2	8	0.1
c1cncc(OCCNc2nc3nonc3nc2N2CCCC2)c1	15	1.2	1	0.0
CCC(=O)NNc1nc2c(C)cccc2s1	12	-0.6	-8	0.2
O=C(Nc1cc(-c2ccccc2Oc2ccccc2F)ccn1)C1CCOC1 (configuration not stated)	1	0.2	37*	0.1
